Screens (PubChem)
EPAC1 ag: qHTS for Agonist of cAMP-regulated guanine nucleotide exchange factor 3 (EPAC1): primary screen | 360,000 compounds, 0.073% hits | AID 720707, 2013 | Rap guanine nucleotide exchange factor 3 (Homo sapiens), O95398 | EPAC1 agonist qHTS, biochemical assay; response scale: 100% = response to 6.5 mM cAMP | Potency, µM (series often up to 154 µM), inactives show at the highest dose activation, hits mostly activators; also: potency is read from the fitted curve at half-maximal effect; nearly all actives have a fitted effect of over 60% in size
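Compounds were pinned as a concentration titration into mixtures of EPAC1 (100 nM), BODIPY-GDP-loaded Rap1B (250 nM) and GDP (50 uM). After 5 min at room temperature, fluorescence was followed for 30 min; activity was scaled to 6.5 mM cAMP.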
EPAC1 antagonist: qHTS for Antagonist of cAMP-regulated guanine nucleotide exchange factor 3 (EPAC1): primary screen. Rap guanine nucleotide exchange factor 3 (Homo sapiens), O95398. EPAC1 GEF assay, Rap1b-BODIPY-GDP exchange fluorescence. Potency, µM (highest dose often 115 µM), inactives show at the highest dose activity change, negative = inhibition, usual class: inhibitors. 360,000 compounds, 0.14% hits. AID 720709, 2013;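 also: potency is read from the fitted curve at half-maximal effect; plate controls were vehicle for no effect and positive control for full effect; nearly all actives have a fitted effect of over 50% in size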
PTHR1 agonist: qHTS for PTHR1 Agonists: Primary Screen; 410,000 compounds, 0.075% hits; Potency, µM (top dose mostly 115 µM), inactives show at the highest dose activation, hits mostly activators; Parathyroid hormone/parathyroid hormone-related peptide receptor (Homo sapiens), Q03431; HEK293 GP2 PTHR1 cells, GloSensor cAMP luminescence, 1 h; also: potency is read from the fitted curve at half-maximal effect; nearly all actives have a fitted effect of over 55% in size; some results filed as inactive show a strong effect at the top dose; inactives centre near -15; many of its hits are not listed in these tables
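HEK-293-derived GP2 cells expressing PTHR1 and a GloSensor cAMP reporter, 3,000/well, plated overnight, given luciferin plus IBMX (each 0.5 mM as added) for 1 h at 37 °C, then compound for 1 h at 37 °C. Luminescence was read after 15 min at room temperature.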
PLK1 PBD inh: qHTS for Inhibitors of PLK1-PDB (polo-like kinase 1 - polo-box domain): Primary Screen; Potency, µM, for inactives: max response, negative = inhibition, most hits filed as inhibitors; 360,000 compounds, 2.8% hits; AID 720504, 2013; Plk1 PBD binding of FITC phosphopeptide, fluorescence polarization; also: potency is read from the fitted curve at half-maximal effect; series mostly up to about 57 µM; % is scaled to controls: 0 for no effect and ±100 for the full control effect; nearly all actives have a fitted effect of over 65% in size
GLP1R ag: qHTS of GLP-1 Receptor Agonists; AID 624172, 2012; Glucagon-like peptide 1 receptor (Homo sapiens), P43220; HEK293 GLP-1R CRE-luciferase, luminescence, 4-6 h; cells express a hypersensitive GLP-1R form; Potency, µM (top dose mostly 45.6 µM), for inactives: top-dose activation, hits mostly activators; 380,000 compounds, 0.007% hits; also: potency is read from the fitted curve at half-maximal effect; % of control where 0% means no effect
Target sequence (P43220 whole entry, looked up): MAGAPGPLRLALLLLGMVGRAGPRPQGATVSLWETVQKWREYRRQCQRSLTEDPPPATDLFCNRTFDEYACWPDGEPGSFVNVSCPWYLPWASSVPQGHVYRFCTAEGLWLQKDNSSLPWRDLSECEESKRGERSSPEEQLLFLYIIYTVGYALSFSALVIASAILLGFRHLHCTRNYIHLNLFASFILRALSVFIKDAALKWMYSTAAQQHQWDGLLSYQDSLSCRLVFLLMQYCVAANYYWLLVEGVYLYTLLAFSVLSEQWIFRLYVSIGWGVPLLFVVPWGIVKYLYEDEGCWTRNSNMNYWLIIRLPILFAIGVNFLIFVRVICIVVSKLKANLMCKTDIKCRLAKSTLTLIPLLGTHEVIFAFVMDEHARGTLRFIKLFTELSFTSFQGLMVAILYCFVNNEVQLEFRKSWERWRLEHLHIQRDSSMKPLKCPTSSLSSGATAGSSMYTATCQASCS
PI5P4K alpha inh: qHTS for Inhibitors of phosphatidylinositol 5-phosphate 4-kinase (PI5P4K) | Phosphatidylinositol 5-phosphate 4-kinase type-2 alpha (Homo sapiens), P48426 | PI5P4Kalpha enzyme, ADP-Glo luminescence, 60 min; stronger effect = lower value | max response, % | 330,000 compounds, 1.2% hits; active = max response of -50% or lower; inconclusive = between -30% and -50%; inactive = -30% or higher; also: value at the top dose of about 77 µM; % is scaled to controls: 0 for no effect and ±100 for the full control effect
Target sequence (P48426 whole entry, looked up): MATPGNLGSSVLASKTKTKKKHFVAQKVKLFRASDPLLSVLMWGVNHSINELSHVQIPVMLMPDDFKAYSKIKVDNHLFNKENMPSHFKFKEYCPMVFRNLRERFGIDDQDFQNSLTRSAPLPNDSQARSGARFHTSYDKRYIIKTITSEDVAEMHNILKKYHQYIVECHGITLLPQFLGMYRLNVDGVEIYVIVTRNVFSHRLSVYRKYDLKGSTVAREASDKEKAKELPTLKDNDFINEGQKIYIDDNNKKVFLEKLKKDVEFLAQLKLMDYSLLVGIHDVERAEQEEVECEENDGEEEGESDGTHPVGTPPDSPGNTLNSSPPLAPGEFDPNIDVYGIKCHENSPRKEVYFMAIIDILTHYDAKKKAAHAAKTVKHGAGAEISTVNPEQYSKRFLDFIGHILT
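Controls without substrate or without enzyme flank wells where PI5P4Kalpha converts substrate using 5 microM ATP (final). Incubation lasts 60 minutes at room temperature; ADP formed is read by ADP-Glo luminescence.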
IL-2 act: qHTS of IL-2 Activators; IL-2 activation reporter assay, cell-based qHTS; stimulated with anti-CD3/CD4/CD28 beads; in transgenic mouse T cells; activation, % (series mostly up to about 46 µM); 360,000 compounds, 0.065% hits; in the data active = activation above about 50%; inconclusive = mostly about 30% to 49%; also: 0% is about no effect
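Readout: EGFP and DsRed signals by fluorescent plate cytometry. Unstimulated transgenic mouse T cells received compound 60 min before antibody-bead stimulation, then incubated 18 h at 37 degrees C.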
HEK293 tox: qHTS of GLP-1 Receptor Inverse Agonists: Cytotox Screen; HEK293 cAMP-luciferase reporter cells, luminescence, 24 h; Potency, µM (titrated, usually from 38.3 µM), for inactives: at the top dose activity change, negative = inhibition, usual class: inhibitors; 410,000 compounds, 0.13% hits; AID 624418, 2012;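 also: loss of luciferase light is scored as toxicity; potency is read from the fitted curve at half-maximal effect; % is scaled to controls: 0 for no effect and ±100 for the full control effect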
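Compound-treated cells are incubated 24 hr at 37 deg C under 5% CO2 after a 12 hour attachment period, then luciferase detection reagent is added and luminescence is measured following 12 min at room temperature; lowered signal indicates toxicity.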
GLP1R inv ag: qHTS of GLP-1 Receptor Inverse Agonists (Inhibition Mode) | Glucagon-like peptide 1 receptor (Homo sapiens), P43220 | HEK293 GLP-1R CRE-luciferase, luminescence, 24 h; GLP-1R form is constitutively active | Potency, µM (titrated, usually from 38.3 µM), for inactives: at the highest dose activity change, negative = inhibition, actives largely listed as inhibitors | 410,000 compounds, 1.6% hits | AID 624417, 2012; also: potency is read from the fitted curve at half-maximal effect; % is scaled to controls: 0 for no effect and ±100 for the full control effect; nearly all actives have a fitted effect of over 55% in size
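Constitutively active GLP-1R drives a cAMP-responsive luciferase in stably transfected HEK293 cells; test compounds are added after overnight (12 h) attachment and left 24 hr, and signal loss in luminescence marks inhibition.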
Active calls of the source: *; i = inactive; ? = inconclusive; · = no result given; [ ] = another dose, or the depositor's remark. Unless noted, calls follow the shape of the dose curve; as a rule, active = well fitted curve in the direction sought with a large enough effect; inconclusive = small, poorly fitted or top-dose-only effect, or another doubt; inactive = no such curve, though single readings can be large; an effect the other way counts as inactive or inconclusive. Some of the compounds tested (hit frequency here may not be typical).

| mol | PTHR1 agonist | EPAC1 antagonist | IL-2 act | EPAC1 ag | PI5P4K alpha inh | HEK293 tox | PLK1 PBD inh | GLP1R inv ag | GLP1R ag |
| --- | --- | --- | --- | --- | --- | --- | --- | --- | --- |
| CCN(CC)CC(C)OC(=O)c1ccccc1Cl (stereo not drawn) | i | -31% | -0.7 | 6% | 1 | 7% | -10% | 5% | 18% |
| CCOC(=O)C1=C[C@@H](CC)N(S(=O)(=O)c2ccccc2)[C@H]1c1ccccc1 | -43%[inhibitor] | -16% | 0.0 | 6% | 4 | 2% | 2% | ? | 6% |
| CC1NC(=O)COC1c1ccccc1 (stereo not drawn) | i | -5% | -0.2 | 13% | -8 | 4% | -14% | 2% | 5% |
| OC[C@H]1O[C@@H](c2nc3ccc(-c4nc(-c5ccc(Br)cc5)no4)cc3[nH]2)C[C@@H]1O | -55%[inhibitor] | -19% | 0.7 | -10% | 4 | 1% | -1% | ? | -8% |
| CSC(=S)NCc1cccnc1 | -5% | 2% | -3.4 | 8% | -7 | -28% | -17% | ? | -1% |
| COc1cccc(/C=N/NC(=O)CNC(=O)C2COc3ccccc3O2)c1O (stereo not drawn) | -77%[inhibitor] | -24% | 5.9 | 9% | 3 | -18% | -10% | ? | 3% |
| COc1cc(OC)c(C=CC(=O)c2ccccc2O)c(OC)c1 | -56%[inhibitor] | -11% | -0.9 | 14% | 21 | 14% | 0% | -4% | 6% |
| COC(=O)c1ccc(/C=C2/SC(=S)N(CCC(=O)N3CCOCC3)C2=O)cc1 | i | 6% | 0.4 | 5% | 2 | 10% | -9% | -4% | 5% |
| COCCNC(=O)C(=O)NCC1CCCN1S(=O)(=O)c1cccs1 (stereo not drawn) | 8% | 3% | -1.8 | -1% | -13 | 1% | -10% | 10% | -5% |
| CC(C)CN1CCN(C(=O)COC(=O)c2ccc(S(C)(=O)=O)c([N+](=O)[O-])c2)CC1 | i | ? | -0.6 | -13% | · | · | · | · | -30% |
| COCCCN1C(=O)C(CC(=O)NCc2ccco2)CC(C(=O)N(C)C)=C1C (stereo not drawn) | -12% | 3% | 0.6 | 17% | -5 | -19% | -5% | 18% | 2% |
| COc1ccc2c(c1)c1ncn(Cc3ccco3)c(=O)c1n2C | -8% | -5% | 0.1 | 1% | 2 | 0% | -7% | 43%[activator] | 4% |
| O=c1cnnc(N/N=C/C2CC=CCC2)[nH]1 (stereo not drawn) | i | -6% | 0.7 | -6% | 0 | -23% | 3% | -27% | 4% |
| COc1ccc2nc(/C=N/NC(=O)CCNC(=O)OC(C)(C)C)ccc2c1 | i | 2% | -0.8 | 0% | 0 | 11% | 4% | 5% | 9% |
| C=CCSc1nnc(-c2nnc(SCC=C)n2-c2ccccc2)n1-c1ccccc1 | i | 4% | -3.5 | 2% | 3 | -19% | -9% | ? | -3% |
| Nc1nc(/C=C/c2cccnc2)nc(-c2ccccc2O)n1 | -16% | -13% | 9.2 | -4% | -6 | 11% | -5% | ? | 6% |
| COc1ccc(CNC(=O)c2cc3ccccc3oc2=O)cc1 | i | 15% | -2.7 | -6% | -2 | 14% | -18% | 13% | -3% |
| CC(=O)N1C(Nc2ccc(Cl)cc2)CCN1c1ccccc1 (stereo not drawn) | i | -4% | -3.3 | -1% | 1 | 5% | -6% | -22% | -7% |
| O=C(NNC(=O)C1CC1)c1ccc(F)cc1F | -2% | -15% | -0.4 | 5% | -3 | 1% | -17% | 23% | 14% |
| O=C(N[C@@H]1C/C=C\C[C@@H](CC(=O)N(CCO)Cc2ccccc2)C(=O)NC[C@H](c2ccccc2)OC1=O)OCC1c2ccccc2-c2ccccc21 | -74%[inhibitor] | 16% | -3.2 | -2% | 0 | -1% | 0% | 4% | -3% |
| Cc1cc(C)c(-c2c(O)c3c(n(C)c2=O)CC(C)(C)CC3=O)c(C)c1 | i | 18% | 1.9 | 1% | -1 | 0%[1.53 µM] | 9% | -20% | 2% |
| O=C(Nc1ccc(C(=O)NCCCN2CCCCC2)cc1)C1=CSCCO1 | i | 6% | 2.0 | 11% | -4 | 0% | 3% | 27% | 13% |
| CCOP(=O)(OCC)C(NC(C)=O)C(=O)c1ccccc1 (stereo not drawn) | -19% | -8% | 1.5 | -3% | -2 | 0% | -15% | 2% | -7% |
| COc1ccccc1C(=O)NC(CCSC)C(=O)NCC(c1cccs1)N(C)C (stereo not drawn) | i | ? | 0.0 | 34% | -3 | 16% | -8% | -1% | 1% |
| COc1ccc(CNC(=O)CNS(=O)(=O)c2ccc(Cl)cc2)cc1 | -19% | -21% | -2.0 | -6% | 4 | -3% | -4% | 2% | 3% |
| COc1ccc(-c2cc(CNS(=O)(=O)c3cc(OC)ccc3OC)on2)cc1 | i | 10% | -1.5 | 5% | 6 | -35% | 3% | -20% | -4% |
| O=C(CCCNC(=O)c1ccc(Cl)cc1)Nc1ccc(Br)cc1 | -62%[inhibitor] | ? | -0.5 | -9% | 22 | -2% | -25% | -32% | 4% |
| COc1ccc(CCC(=O)N2CCN(S(=O)(=O)c3cccc(C(F)(F)F)c3)CC2)cc1OC | i | ? | 0.0 | -7% | 9 | 2% | -8% | -7% | -6% |
| CCOC(=O)N1CCC(N2C(=O)c3ccc(C(=O)NCc4ccco4)cc3C2=O)CC1 | i | 8% | -0.1 | -9% | -3 | -8% | -10% | 15% | 11% |
| Cc1cc(C)c2oc(C(=O)N(Cc3ccccc3)c3ccccn3)cc(=O)c2c1 | i | 5% | -0.9 | 8% | 0 | -11% | -5% | -2% | 12% |
| CC(=O)c1ccc2c(c1)CCN2 | 2% | 1% | -2.1 | -5% | 1 | 70%[activator] | -13% | 19% | 1% |
| O=C(Nc1ccc(Cl)cc1)C1CCCN(c2cnccn2)C1 (stereo not drawn) | i | -13% | 0.7 | -12% | -9 | -8% | 3% | -14% | -7% |
| Nc1nc(NCc2ccco2)nc(N2CCOCC2)c1[N+](=O)[O-] | i | 16% | 3.9 | 2% | -8 | -4% | 4% | 81%[activator] | 8% |
| Cc1ccccc1Nc1nc2ccccc2s1 | i | -7% | -0.6 | -7% | 11 | 0% | -2% | 11µM* | 2% |
| CCOC(=O)N1CCN(Cc2nnc(-c3ccccc3C)o2)CC1 | -58%[inhibitor] | 24% | -4.0 | -6% | 8 | 12% | 2% | 12% | -1% |
| Cn1c(=O)c(C(=O)c2ccc(S(C)(=O)=O)c(Cl)c2Cl)c(O)c2ccccc21 | -14% | 11% | -0.4 | 4% | 3 | -23% | -3% | 8% | 3% |
| CC(=O)c1ccc(Nc2cc(C)nc3ccccc23)cc1 | i | 0% | 0.6 | 7% | 2 | -19% | 1% | ? | 18% |
| CCCCn1c(SCC(=O)NCc2ccco2)nnc1-c1ccoc1C | -14%[57.5 µM] | -8% | 0.4 | 6% | -6 | -1% | -27% | 3% | 1% |
| Cc1nc(Nc2ccccc2F)c2nnn(Cc3ccccc3Cl)c2n1 | -25% | -3% | -2.0 | -8% | -7 | -11% | 5% | 28% | -5% |
| Cc1ccc(Cn2ncc3c(N4CCCC4)ncnc32)cc1 | i | -1% | 0.0 | -5% | -2 | 30%[activator] | -15% | 84%[activator] | ? |
| O=C(Nc1nccs1)C1CCCN1S(=O)(=O)c1ccc(F)cc1 (stereo not drawn) | ? | 6% | -3.9 | 7% | -1 | 11% | -6% | 15% | -2% |
| CC(=O)Oc1ccccc1C(=O)Nc1ccccc1 | -50%[inhibitor] | -8% | -0.3 | 6% | · | · | · | · | 11% |
| Cc1oc2ccc(OS(C)(=O)=O)cc2c1C(=O)OC(C)C | -23% | -5% | -2.1 | -1% | -25 | 23% | 19µM* | 8% | 17% |
| CC(=O)c1ccc(NC(=O)CCNS(=O)(=O)c2cc(Br)cnc2N)cc1 | 0% | ? | -3.2 | 11% | 0 | 9% | -4% | ? | -5% |
| Cc1ccn2cc(CNS(=O)(=O)c3ccc4ccccc4c3)nc2c1 | -33% | -14% | 1.1 | -24% | 3 | -8% | -11% | -27% | 1% |
| NNC(=O)c1ccc2[nH]c3c(c2c1)CCCC3 | 14% | -12% | 0.6 | 2% | -5 | ? | 0% | -17% | 0% |
| COc1ccc(C(=O)Nc2cc(-c3ccccc3)nn2-c2ccccc2F)cc1 | 1% | -13% | -0.4 | -15% | 0 | 2% | -13% | ? | 0% |
| CC(=O)NC(Cc1ccc(F)c(F)c1)C(=O)NC1CCN(C(=O)c2ccc(Cl)cc2)CC1 (stereo not drawn) | i | 1% | -0.9 | 2% | 6 | 6% | -2% | 6% | 5% |
| O=c1c(-c2ccccc2)coc2c(CN3CCCC3)c(O)ccc12 | i | 3% | -1.8 | 2% | · | -8% | -11% | -3% | -14% |
| Cc1cc(C)cc(Nc2cc(C(=O)NC3CCC(C)CC3)c3ccccc3n2)c1 (stereo not drawn) | 23% | · | · | · | · | 0% | · | ? | 0% |

3 of the entries above in order of their number in GLP1R inv ag, high to low:
Compound,PTHR1 agonist,EPAC1 antagonist,IL-2 act,EPAC1 ag,PI5P4K alpha inh,PLK1 PBD inh,GLP1R inv ag,GLP1R ag
O=C(Nc1ccc(C(=O)NCCCN2CCCCC2)cc1)C1=CSCCO1,i,6%,2.0,11%,-4,3%,27%,13%
O=c1c(-c2ccccc2)coc2c(CN3CCCC3)c(O)ccc12,i,3%,-1.8,2%,·,-11%,-3%,-14%
Cc1ccn2cc(CNS(=O)(=O)c3ccc4ccccc4c3)nc2c1,-33%,-14%,1.1,-24%,3,-11%,-27%,1%
